Screening results (PubChem BioAssay)
M4 ag = CHRM4 agonism in calcium assay. P08173. activation, % at 3 µM. actives 0.14% (n = 360,000). CHO-K1 hM4/Gqi5, Fluo-8 calcium fluorescence; vehicle 0%, full acetylcholine response 100%;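 active = activation above the run mean over all test wells plus 3 SD, cut at about 32% in these data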;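 also: peak over basal fluorescence ratio per well then scaled between controls; 0% = DMSO wells and 100% = acetylcholine at EC100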
Target sequence (P08173 whole entry, looked up): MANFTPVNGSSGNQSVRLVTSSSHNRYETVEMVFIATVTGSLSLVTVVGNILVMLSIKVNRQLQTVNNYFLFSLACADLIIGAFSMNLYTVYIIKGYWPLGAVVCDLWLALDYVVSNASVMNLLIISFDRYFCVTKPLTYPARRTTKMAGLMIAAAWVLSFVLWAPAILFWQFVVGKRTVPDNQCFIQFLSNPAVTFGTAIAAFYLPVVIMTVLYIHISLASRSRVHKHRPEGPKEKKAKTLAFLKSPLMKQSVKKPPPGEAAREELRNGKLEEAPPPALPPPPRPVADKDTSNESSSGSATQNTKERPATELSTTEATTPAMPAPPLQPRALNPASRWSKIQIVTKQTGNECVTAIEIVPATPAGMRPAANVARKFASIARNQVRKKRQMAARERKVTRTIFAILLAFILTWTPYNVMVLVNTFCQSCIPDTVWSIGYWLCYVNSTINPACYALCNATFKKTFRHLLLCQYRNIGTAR
CRFBP-R2 agonist = agonists of human CRF-binding protein/CRF-R2 receptor complex; AID 588473; actives 0.46% (n = 350,000); HEK293 CRF-R2/CRF-BP, calcium dye fluorescence (FLIPR); percent of saturating CRF peptide response; activation, % at 13.2 µM;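 active = activation of at least 50%, plus an integration ratio under a set limit after plate pattern correction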;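 also: plate controls were neutral control wells without compound for no effect and CRF at EC100 for full effect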
CRFBP-R2 block = CRF-BP/CRF-R2 complex antagonism. actives 0.59% (n = 350,000). inhibition, % at 11.8 µM. AID 588475. HEK293 CRF-R2/CRF-BP, CRF-induced calcium fluorescence;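 active = inhibition of the ligand-induced calcium signal above about 50% at the single tested concentration, limit read from the data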
M4 PAM = positive allosteric modulators of human muscarinic M4 receptor. CHO-K1 hM4/Gqi5, Fluo-8 calcium fluorescence, ACh EC20; 0% = ACh EC20, 100% = maximal ACh. activation, % at 3 µM. actives 0.4% (n = 360,000). AID 624126;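 active = activation above its plate's cutoff, the mean activation of sample wells plus 3 SD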; also: some results filed as inactive read as strong as hits
M1 PAM = human CHRM1 positive allosteric modulation. activation, % at 3 µM. P11229. CHO-K1 hM1, Fluo-8 calcium fluorescence, ACh EC20; 0% = ACh EC20, 100% = maximal ACh. actives 0.088% (n = 360,000). AID 588819; in the data active = activation above about 19%, passing the limit was not always enough
CHRM4 antagonist = antagonists of human muscarinic M4 receptor (CHRM4); P08173; CHO-hM4 cells, ACh EC80, Fluo-8 calcium fluorescence; inhibition, % at 3 µM; actives 0.73% (n = 360,000);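 active = inhibition above its plate's cutoff, the mean inhibition of sample wells plus 3 SD, cut at about 27% in these data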;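 also: 0% = acetylcholine EC80 with DMSO and 100% = DMSO without agonist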
M5 PAM = positive allosteric modulators of human muscarinic M5 receptor; AID 624038; activation, % at 3 µM; CHO-K1 hM5, Fluo-8 calcium, ACh EC20 PAM; 0% = ACh EC20, 100% = ACh EC100; P08912; actives 0.3% (n = 360,000);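 active = activation above the run cutoff, the mean activation of all test compounds plus 3 SD, cut at about 18% in these data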
Target sequence (P08912 whole entry, looked up): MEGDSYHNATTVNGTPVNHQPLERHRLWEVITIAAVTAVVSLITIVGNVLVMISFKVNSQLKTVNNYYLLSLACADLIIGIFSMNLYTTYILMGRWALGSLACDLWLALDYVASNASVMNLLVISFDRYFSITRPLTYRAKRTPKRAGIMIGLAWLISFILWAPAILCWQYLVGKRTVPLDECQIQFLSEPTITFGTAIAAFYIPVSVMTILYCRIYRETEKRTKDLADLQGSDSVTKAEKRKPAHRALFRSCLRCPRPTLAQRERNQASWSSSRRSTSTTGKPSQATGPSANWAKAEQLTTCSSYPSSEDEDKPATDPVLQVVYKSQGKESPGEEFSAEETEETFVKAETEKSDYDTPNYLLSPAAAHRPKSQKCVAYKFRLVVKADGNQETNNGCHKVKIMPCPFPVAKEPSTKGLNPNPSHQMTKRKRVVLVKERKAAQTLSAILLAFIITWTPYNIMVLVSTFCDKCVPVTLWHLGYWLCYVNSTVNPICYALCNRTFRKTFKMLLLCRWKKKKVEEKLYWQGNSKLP
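System – CHO-K1 hM5 cells · Compound – 3 µM, single dose · Incubation – compound preincubation 140 s before EC20 acetylcholine addition · Technique – Fluo-8 calcium fluorescence · Measure – Max/basal fluorescence ratio as % of EC20–EC100 ACh window · Benchmarks – low control EC20 acetylcholine (0%), high control EC100 acetylcholine (100%) · Replication – singlicate, one well per test compound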
CHRM5 antagonist = CHRM5 antagonism in calcium assay; CHO-hM5 cells, Fluo-8 calcium fluorescence, ACh EC80; inhibition, % at 3 µM; actives 0.59% (n = 360,000); AID 624040;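 active = inhibition above a per-plate cutoff, the mean of that plate's test compounds plus 3 SD, cut at about 27% in these data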;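 also: 0% = acetylcholine EC80 with DMSO and 100% = DMSO without agonist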
M5 ag = agonists of human muscarinic M5 receptor (CHRM5); P08912; CHO-K1 hM5 cells, Fluo-8 calcium fluorescence; 0% DMSO wells, 100% maximal acetylcholine response; activation, % at 3 µM; actives 0.19% (n = 360,000);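 active = activation above the run's mean over test compounds plus 3 SD, cut at about 23% in these data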;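 also: signal is peak over basal fluorescence ratio across the kinetic read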
Starred values were filed as active, the others as inactive; . = not tested or not shown. This is a random part of the collection; overall some 2.6% were active at least once.

CRFBP-R2 agonist	M4 PAM	CHRM5 antagonist	CHRM4 antagonist	M1 PAM	CRFBP-R2 block	M5 ag	SMILES	M5 PAM	M4 ag
-0.4	-3.8	-6.5	8.4	-0.3	-4.1	-1.2	CC(C)=N/N=C1/NC(=O)C(CC(=O)Nc2cc(Cl)ccc2C)S1 (configuration not stated)	4.7	0.9
1.0	12.3	3.7	-1.7	-2.5	0.9	-1.1	Cc1occc1C(=O)NCc1ccc(C(=O)O)o1	1.7	1.0
-0.5	9.7	3.2	0.4	6.8	3.2	-1.1	CCCCn1c(N)c(N(CC)C(=O)c2cc3c(s2)CCCCC3)c(=O)[nH]c1=O	-1.8	0.6
-2.2	-13.5	16.8	6.9	-4.0	8.7	0.1	COc1ccccc1NC(=S)N(C(C)C)C(C)c1ccccn1 (configuration not stated)	-10.1	18.5
0.2	-2.7	-0.5	4.2	9.6	3.2	-1.0	O=C(Cn1cnc2c(cnn2-c2ccccc2)c1=O)OCc1ccccc1	0.5	2.5
.	4.1	-0.2	-6.2	9.8	.	0.6	CCCS(=O)(=O)NC(=O)C1(C)CCN(C(=O)Cc2cccc(OC)c2)C1 (configuration not stated)	-1.1	0.3
-0.5	-3.2	-10.6	2.3	8.7	-15.0	-0.2	CS(=O)(=O)ON=C1CCN(S(=O)(=O)c2ccccc2)CC1	-5.4	-0.1
-1.3	-0.6	10.4	1.3	4.1	2.7	-1.7	COc1cc(C(=O)NCc2nnc(SCC(=O)Nc3ccc4c(c3)OCO4)o2)cc(OC)c1OC	-0.7	0.1
.	1.2	1.1	-9.3	.	.	-3.2	Nc1sc(-c2ccccc2)cc1C(=O)N1CCNCC1	1.2	4.9
-1.3	7.6	4.5	-4.5	7.7	10.4	8.1	CN(C(=O)c1cccc(NC(=O)Cc2ccc([N+](=O)[O-])cc2)c1)C1CCC1	2.4	2.0
2.0	-1.5	1.2	-2.2	1.4	-16.9	0.2	CC1(C)Cc2c(C#N)c(SCCO)nc(N3CCOCC3)c2CO1	-7.7	5.0
2.1	-2.5	0.2	-2.6	-19.2	-19.1	-4.3	Cc1cc(OCC(=O)Nc2ccc(S(=O)(=O)N3CCN(C)CC3)cc2)cc(C)c1Cl	-6.2	9.5
1.9	2.4	-1.6	-4.8	-0.7	-14.3	-1.4	O=C(NCC(c1ccco1)N1CCN(c2ccccc2)CC1)C1CCCCC1 (configuration not stated)	-0.9	2.5
1.3	3.8	8.9	-10.0	5.2	19.1	0.5	COc1ccc(C2=Cc3ccc(OC(C)=O)cc3OC2)cc1	-0.1	1.1
-1.4	-3.9	5.8	-3.5	-2.6	5.1	-1.1	CCOc1ccc(C(=O)NC(=S)Nc2ncccc2C)cc1[N+](=O)[O-]	-7.2	2.0
-0.4	-0.3	10.6	-1.2	-4.1	-5.8	1.2	COc1ccc(S(=O)(=O)N2CCN(C(=O)c3c(C)nn(-c4ccccc4)c3C)CC2)cc1	-3.5	5.2
-4.0	8.4	-3.5	-7.2	6.3	-6.5	3.6	COc1cc2c(cc1OC)CN(C(=O)C(C)(C)C)CC2	3.6	0.3
-2.2	1.3	-0.1	7.8	8.8	3.5	-5.4	O=C(Cn1nnc2ccccc21)N1CCCCC1	-5.6	0.8
-0.2	0.0	2.7	-3.0	-14.6	22.4	5.6	Cc1nc(C)c(C(=O)Nc2ccc(Oc3ccccc3)cc2)o1	-15.1	12.4
0.1	9.2	14.7	0.4	8.1	-4.4	-0.3	O=C(NCc1cccc(OC(F)(F)F)c1)c1ccc2c(c1)S(=O)(=O)c1cc(Cl)ccc1C2=O	3.7	2.3
7.0	2.4	2.9	-2.3	7.5	-6.3	1.3	CCOC(=O)C1=C(O)/C(=C/c2ccc(-c3ccccc3C(=O)O)o2)SC1=Nc1ccc(OC)cc1	-2.5	0.3
-1.5	-12.0	4.7	3.6	-1.2	-12.8	5.1	COC(=O)c1ccccc1NC(=O)C1CC(=O)N(C2CCCCC2)C1 (configuration not stated)	-12.8	6.8
-0.3	2.6	2.8	-2.4	4.3	-3.6	-0.1	O=C1NC[C@H](Cc2ccccc2)N(CCc2cccc(F)c2)C1=O	15.3	1.9
-0.1	-4.4	9.1	-1.6	0.9	-3.6	-2.8	O=C(Nc1cccc(Cl)c1)c1ccc2c(c1)OCCO2	-4.6	2.8
.	11.0	-6.5	-4.0	9.9	.	0.1	COc1ccc(C(O)c2ncc(-c3ccccc3)[nH]2)c(OC)c1 (configuration not stated)	1.5	0.8

Later entries:
CRFBP-R2 agonist	M4 PAM	CHRM5 antagonist	CHRM4 antagonist	M1 PAM	CRFBP-R2 block	M5 ag	SMILES	M5 PAM	M4 ag
-0.1	2.1	2.9	3.4	11.0	-4.3	-3.0	Nc1nnn(CC(=O)N/N=C/c2ccccc2Cl)n1	-2.1	0.9
-0.3	22.2	-0.6	6.7	9.7	2.5	0.0	CS(=O)(=O)N(CC(=O)NCC1CCCO1)c1cc(Cl)ccc1Cl (configuration not stated)	1.1	0.7
-1.2	-4.3	11.0	2.7	-6.0	6.8	-4.3	Cc1c(C(=O)CN2CCN(c3ccccc3)CC2)c2ccccc2n1C	-7.1	2.5
0.2	3.8	-15.4	-4.5	3.4	-3.0	0.9	Cc1ccc(-n2c(Cc3cccn3C)nnc2SCC(N)=O)cc1	6.2	0.7
-1.4	3.0	-3.1	-0.5	5.7	8.3	-6.2	CCOC(=O)N1CCC(Nc2c(-c3ccc(C)c(C)c3)c(=O)c2=O)CC1	1.6	2.2
1.3	-3.6	0.2	-2.5	13.8	4.8	-0.8	COc1ccc(-c2ccc3c(c2)[C@@H]2C[C@H](N(C)S(=O)(=O)c4ccccc4)[C@H]([C@H](C)O)C(=O)N2CC3)cc1	-3.2	2.8
1.1	8.0	-0.8	7.4	3.1	-0.9	-2.6	CCOc1ccc(-c2csc(NC(=O)CSC3=NC(=O)CN3C(C)=O)n2)c2ccccc12	-4.6	-0.4
0.2	-0.2	7.0	-0.8	9.8	6.3	2.0	O=C(CSc1nnc(-c2ccncc2)n1-c1ccccc1)NCC1CCCO1 (configuration not stated)	-2.3	0.9
0.8	8.7	-2.4	-8.6	-8.6	8.9	-3.2	CCN(CC)S(=O)(=O)c1ccc(-c2nnc(SCc3nnc(-c4ccc(C)cc4)o3)n2CC)cc1	0.6	1.6
-0.1	6.3	-7.3	-3.6	1.6	2.9	0.2	Clc1ccc(SCCn2cncn2)cc1	2.1	0.2
0.3	3.4	-3.8	-1.5	14.7	-1.4	-3.3	COc1ccc(-c2csc3nc(C)n(-n4cccc4)c(=O)c23)cc1	9.9	-2.8
-2.2	-11.1	5.4	3.4	-1.4	-22.4	1.5	CCOc1[nH]n(-c2ccc(Cl)cc2)c(=O)c1C=Nc1ccc(Cl)cc1	-6.2	0.1
0.3	-3.6	18.0	-1.3	15.4	-5.2	-2.9	Cc1ccc(S(=O)(=O)N2CCN(C(=O)N3CCCC3)CC2)cc1	-4.1	0.3
-0.4	-3.0	3.4	9.7	14.1	1.1	-18.1	COc1ccccc1NCc1nnc(-c2ccccc2)o1	4.3	0.4
0.8	6.2	5.4	4.3	9.8	-7.2	-7.6	Clc1ccc2nc(N3CCCCC3)[nH]c2c1	-3.3	1.5
.	4.2	9.2	2.9	3.5	.	-2.1	CCCNC(=O)C1(C)CCCN(CCOc2ccccc2)C1 (configuration not stated)	-3.5	0.5
0.7	-6.6	2.1	3.4	0.2	-1.3	0.5	COc1ccc2[nH]c(C(=O)NCCCN3CCCC3=O)c(C)c2c1	-8.2	1.0
14.8	3.7	-4.3	18.9	5.9	3.5	-0.1	CCOC(=O)c1sc(NC(=O)c2ccco2)c(C#N)c1C	5.2	1.8
-0.5	-6.7	13.4	4.0	-8.3	5.6	1.9	O=C(C1=C[C@H](c2csc3ccccc23)C[C@H](OCc2ccc(CO)cc2)O1)N1CCOCC1	-5.3	8.3
-1.5	3.7	19.9	-4.3	13.5	-3.0	-0.2	Cc1ccc(C(=O)COC(=O)[C@@H](NC(=O)c2ccco2)C(C)C)s1	0.5	-0.4
0.9	-3.9	-2.6	-5.3	2.7	42.1	-1.9	Cc1cc(NC(=O)NC2CCCN2S(=O)(=O)c2ccc(Cl)cc2)no1 (configuration not stated)	-4.4	1.3
-1.0	1.9	-3.6	4.2	5.8	-2.1	1.7	O=C(Nc1nncs1)c1cccc(S(=O)(=O)N2CCCC2)c1	3.1	1.1
-2.6	-4.1	5.6	-11.0	2.8	-5.5	-8.7	CCn1ccnc1CN(C)Cc1nc(Cc2cccc(C(F)(F)F)c2)no1	-6.2	2.4
-2.5	5.5	2.4	-0.6	9.3	13.1	-1.9	COC(=O)C1=C(C)C(c2ccc(OC)cc2)NC(=S)N1 (configuration not stated)	-4.9	1.4
0.3	-2.2	0.1	2.5	1.5	1.1	0.6	CCNC(=S)Nc1ccc(C)c(Cl)c1	-2.3	2.1

The list goes on.
CRFBP-R2 agonist	M4 PAM	CHRM5 antagonist	CHRM4 antagonist	M1 PAM	CRFBP-R2 block	M5 ag	SMILES	M5 PAM	M4 ag
0.3	-1.8	5.0	-5.0	14.3	-2.0	-11.3	COc1ccccc1OCCCCN1CCCCC1	-0.9	0.1
-0.2	3.5	9.8	0.3	-3.8	-5.1	1.2	CC(C)[C@H](NS(=O)(=O)c1cccc(C(F)(F)F)c1)C(=O)OCC(=O)NC(=O)NCc1ccco1	-8.9	4.7
-4.2	-0.4	6.6	1.3	24.4	6.7	-3.2	Cc1ccc(Cl)cc1NC(=O)COc1ccccc1	4.3	0.6
1.2	16.8	5.0	-2.6	15.5	0.4	1.9	Cn1nc(NC(=O)CC23CC4CC(CC(C4)C2)C3)c2c(F)cccc21	3.7	0.8
-0.2	-16.1	23.9	23.4	-25.6	-3.1	-12.3	CN1CCN(C(=O)/C(=C\c2ccccc2)c2ccccc2)CC1	-29.5	0.8
12.2	-2.4	-13.8	0.0	8.1	7.5	2.1	CCOc1ccccc1NC(=O)C(=O)N/N=C/c1cc(Br)ccc1O	2.3	0.8

7 successive compounds already listed, for reference:
CRFBP-R2 agonist	M4 PAM	CHRM5 antagonist	CHRM4 antagonist	M1 PAM	CRFBP-R2 block	M5 ag	SMILES	M5 PAM	M4 ag
0.3	-2.2	0.1	2.5	1.5	1.1	0.6	CCNC(=S)Nc1ccc(C)c(Cl)c1	-2.3	2.1
0.3	-1.8	5.0	-5.0	14.3	-2.0	-11.3	COc1ccccc1OCCCCN1CCCCC1	-0.9	0.1
-0.2	3.5	9.8	0.3	-3.8	-5.1	1.2	CC(C)[C@H](NS(=O)(=O)c1cccc(C(F)(F)F)c1)C(=O)OCC(=O)NC(=O)NCc1ccco1	-8.9	4.7
-4.2	-0.4	6.6	1.3	24.4	6.7	-3.2	Cc1ccc(Cl)cc1NC(=O)COc1ccccc1	4.3	0.6
1.2	16.8	5.0	-2.6	15.5	0.4	1.9	Cn1nc(NC(=O)CC23CC4CC(CC(C4)C2)C3)c2c(F)cccc21	3.7	0.8
-0.2	-16.1	23.9	23.4	-25.6	-3.1	-12.3	CN1CCN(C(=O)/C(=C\c2ccccc2)c2ccccc2)CC1	-29.5	0.8
12.2	-2.4	-13.8	0.0	8.1	7.5	2.1	CCOc1ccccc1NC(=O)C(=O)N/N=C/c1cc(Br)ccc1O	2.3	0.8
